HEK cytotox – HEK 293 cell cytotoxicity; HEK 293 viability, ATP luminescence (CellTiter-Glo), 48-72 h; Potency, µM (highest dose often 115 µM), for the others: at the highest dose activity change, negative = cytotoxicity, usual class: inhibitors; hit rate 6.6% among 94,000; further: potency means the concentration at half of the fitted maximal effect; nearly all actives have a fitted effect of over 60% in size
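ATP-coupled CellTiter-Glo luminescence served as viability read-out, recorded 10 min after reagent addition at room temperature. HEK 293 cells, 250 cells/well, had been incubated with pintool-transferred compound for 48 or 72 hr at 37 degree Celsius.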
IP6K1 inh – blocks human inositol hexakisphosphate kinase 1. Q92551. IP6K1 kinase, ADP-Glo luminescence, 2 h; active compounds read low. activity change, % (series mostly up to about 58 µM). hit rate 0.81% among 140,000. AID 1645851; in the data active means activity change below about -25%
Target sequence (Q92551 whole entry, looked up): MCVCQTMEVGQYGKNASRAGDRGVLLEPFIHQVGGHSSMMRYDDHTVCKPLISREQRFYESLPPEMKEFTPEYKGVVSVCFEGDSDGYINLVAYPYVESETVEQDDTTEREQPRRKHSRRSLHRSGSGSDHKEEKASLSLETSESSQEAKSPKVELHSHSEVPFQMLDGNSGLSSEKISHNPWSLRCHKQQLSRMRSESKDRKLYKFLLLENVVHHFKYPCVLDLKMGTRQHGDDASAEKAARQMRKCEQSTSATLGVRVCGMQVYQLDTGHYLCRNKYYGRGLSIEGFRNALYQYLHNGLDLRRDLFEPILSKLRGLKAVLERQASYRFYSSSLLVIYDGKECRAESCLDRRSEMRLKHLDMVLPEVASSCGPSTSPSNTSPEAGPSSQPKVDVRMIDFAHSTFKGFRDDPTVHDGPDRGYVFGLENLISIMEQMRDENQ
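ADP-Glo luminescence measures ADP made by human IP6K1 during a 2 h RT reaction with ATP/IP6 (mix at 1.3 mM/130 uM); top library doses 57.5 and 19.1 uM final.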
NIH3T3 tox – kills NIH 3T3 cells. NIH 3T3 viability, CellTiter-Glo ATP luminescence, 48-72 h. Potency, µM (top dose mostly 96.7 µM), for inactives: at the highest dose activity change, negative = cytotoxicity, most hits filed as inhibitors. hit rate 4.3% among 94,000. AID 1345082; further: potency means the concentration at half of the fitted maximal effect; nearly all actives have a fitted effect of over 55% in size
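Cytotoxicity was measured by CellTiter-Glo ATP luminescence after 48 or 72 h compound exposure at 37 °C. Mouse NIH 3T3 fibroblasts were seeded at 400 cells/well and dosed by 23 nL pin transfer.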
GPT2 inhibitor – GPT2 alanine aminotransferase inhibition | Q8TD30 | Recombinant GPT2, coupled pyruvate oxidase/HRP Amplex Red fluorescence | AID 1671188 | hit rate 0.25% among 100,000 | Potency, µM (doses to about 57.7 µM), without a hit: at the highest dose activity change, negative = inhibition, most hits filed as inhibitors; further: potency means the concentration at half of the fitted maximal effect; nearly all actives have a fitted effect of over 60% in size; many of its hits are not listed in these tables
Target sequence (Q8TD30 whole entry, looked up): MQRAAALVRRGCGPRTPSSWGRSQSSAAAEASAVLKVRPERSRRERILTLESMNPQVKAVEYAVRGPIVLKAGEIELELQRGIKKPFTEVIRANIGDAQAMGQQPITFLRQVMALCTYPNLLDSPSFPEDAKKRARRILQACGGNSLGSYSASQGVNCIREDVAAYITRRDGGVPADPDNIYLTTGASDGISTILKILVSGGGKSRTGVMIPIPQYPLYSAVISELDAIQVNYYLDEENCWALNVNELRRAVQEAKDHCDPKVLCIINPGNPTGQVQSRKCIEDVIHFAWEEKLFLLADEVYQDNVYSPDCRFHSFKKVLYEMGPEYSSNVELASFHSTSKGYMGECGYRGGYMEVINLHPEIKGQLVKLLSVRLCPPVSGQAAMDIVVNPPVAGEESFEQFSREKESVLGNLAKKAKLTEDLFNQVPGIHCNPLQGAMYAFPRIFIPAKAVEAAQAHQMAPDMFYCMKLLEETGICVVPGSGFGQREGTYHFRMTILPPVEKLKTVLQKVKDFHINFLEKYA
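Inhibition is scored from Amplex Red fluorescence generated when pyruvate oxidase and HRP act on pyruvate released by GPT2. Reactions contain 10ng/uL enzyme, 250uM a-KG and 2mM L-alanine and run 30 min at room temperature.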
SNCA expr inhib – reduces expression of the alpha-synuclein gene | hit rate 0.17% among 140,000 | AID 1671194 | Potency, µM (doses to about 57.2 µM), inactives show at the highest dose activity change, negative = inhibition, most hits filed as inhibitors | HEK-293 SNCA-luciferase knock-in, luminescence, 24 h;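 further: potency means the concentration at half of the fitted maximal effect; plate controls were DMSO cells for no effect and cell-free wells for full effect; nearly all actives have a fitted effect of over 45% in size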
SNCA viab count – counter-screen for SNCA expression inhibitors: cell viability. Potency, µM (highest dose often 57.1 µM), for the others: at the top dose activity change, negative = cytotoxicity, actives largely listed as cytotoxic. AID 1671193. HEK-293-SNCA-luc viability, GF-AFC fluorescence, 24 h. hit rate 0.12% among 150,000;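 further: potency means the concentration at half of the fitted maximal effect; 0% = DMSO-treated cells and -100% = medium-only wells without cells; nearly all actives have a fitted effect of over 30% in size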
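Cytotoxicity counterscreen: after 24 h compound treatment of genome-edited SNCA-luciferase HEK-293 cells, live-cell protease substrate GF-AFC read by fluorescence after 30 min; activity scaled between DMSO (0%) and medium-only (-100%), curves Hill-fitted.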
Luciferase inh – Photinus pyralis luciferase inhibition; hit rate 2.5% among 76,000; purified P. pyralis luciferase, luminescence, biochemical; Potency, µM (doses to about 115 µM), for inactives: top-dose activity change, negative = inhibition, actives largely listed as inhibitors; AID 1347043; further: potency means the concentration at half of the fitted maximal effect; nearly all actives have a fitted effect of over 65% in size
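Inhibitors were tested against purified firefly luciferase in a biochemical, low-substrate format (both substrates at 10uM) and luminescence measured with a CCD imager.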
Active calls of the source: *; i = inactive; ? = inconclusive; nt = no result given; [ ] = remark or other dose. Unless noted, the call rests on the fitted dose curve; in most records, active means well fitted curve in the direction sought with a large enough effect; inconclusive means small, poorly fitted or top-dose-only effect, or another doubt; inactive means no such curve, though single readings can be large; an effect the other way counts as inactive or inconclusive. Unless noted, on the % scale 0 is the no-effect control and ±100 the full control effect. Outcome played no part in choosing rows, and some 7.8% of all compounds hit somewhere here.

#	mol	HEK cytotox	IP6K1 inh	NIH3T3 tox	GPT2 inhibitor
1	COc1ccccc1C(=O)N1CCC2(Cc3ccccc3NC2=O)C1 (configuration not stated)	-25%	-1	-15%	i
2	CC(=O)N1CCC(CC(=O)N(C)Cc2ccccc2)C1 (configuration not stated)	5%	-5	-19%	i
3	COc1ccc(Nc2c(-c3ccc(C)o3)nc3ccc(Cl)cn23)cc1	nt	-3	nt	nt
4	Cc1cccc(Cn2c(=O)n(-c3ccccc3C)c(=O)c3c2c2cc(C)ccc2n3C)c1	nt	2	nt	nt
5	CCN1CCN(CCCNC(=O)CS(=O)(=O)Cc2nc(-c3cccc(OC)c3)oc2C)CC1	nt	9	nt	nt
6	COCC(=O)N1CCC(Oc2ccc(C(=O)N3CCOCC3)cn2)CC1	3%	20	2%	i
7	O=c1cc(-c2ccccn2)oc2c(Nc3cccnc3)nccc12	?	-19	11µM*	i
8	Cc1ccc(C)c(CN2C(=O)c3ccccc3S(=O)(=O)c3ccc(C(=O)NCCCN4CCCC(C)C4)cc32)c1 (configuration not stated)	nt	15	nt	nt
9	COCCN1CCNc2nc(CNc3ccon3)n(Cc3ccccc3)c2C1=O	?	2	?	2%[88.5 µM]
10	COCc1noc([C@@H]2CC(F)(F)CN2C(=O)CC(C)(C)C)n1	?	8	-9%	i

#	SNCA expr inhib	SNCA viab count	Luciferase inh
1	-6%	-3%	1%
2	7%	25%[12.5 µM]	-13%
3	144%[activator]	-4%	nt
4	-12%	-6%	nt
5	0%	0%	nt
6	-19%	5%	0%
7	-11%[87.6 µM]	-15%[87.6 µM]	-22%[172 µM]
8	?	-18%	nt
9	-10%[87.6 µM]	-11%[87.6 µM]	1%[172 µM]
10	-12%	4%	-5%

Filtered by structure: the compounds so far containing a halogen.
#	mol	HEK cytotox	IP6K1 inh	NIH3T3 tox	GPT2 inhibitor
3	COc1ccc(Nc2c(-c3ccc(C)o3)nc3ccc(Cl)cn23)cc1	nt	-3	nt	nt
10	COCc1noc([C@@H]2CC(F)(F)CN2C(=O)CC(C)(C)C)n1	?	8	-9%	i

#	SNCA expr inhib	SNCA viab count	Luciferase inh
3	144%[activator]	-4%	nt
10	-12%	4%	-5%

Other records
#	mol	HEK cytotox	IP6K1 inh	NIH3T3 tox	GPT2 inhibitor
11	O=C1N(CC2CCC2)CCCC12CCN(S(=O)(=O)N1CCOCC1)C2 (configuration not stated)	-2%	-8	-19%	-9%
12	Cc1ccc2c(c1)CCCN2C(=O)CN1CCn2nc(CO)cc2C1	-25%	29	-15%	-12%
13	COC1CCC12CCN(Cc1cccnc1)CC2 (configuration not stated)	-11%	-6	0%	-13%
14	CC(C)NC(=O)C1CCC(=O)N1C1CCN(C(=O)c2cc(F)cc(F)c2)CC1 (configuration not stated)	i	-2	-6%	-5%
15	COc1ccc(Cn2c(C3CCN(C(=O)c4cccc(F)c4)CC3)n[nH]c2=O)cc1	5%	-4	-6%	-3%
16	CCc1cccc2c(C(CC(=O)N3CCCC3)c3cccc(Cl)c3)c[nH]c12 (configuration not stated)	?	1	-24%	-3%
17	COc1cc(Cl)c(NS(=O)(=O)c2cc(-c3cc(C)no3)ccc2OC)c(OC)c1	nt	26	nt	nt
18	CC(=O)N1CCN(c2ccc(Cl)nn2)C(=O)C1	i	6	i	2%[88.5 µM]
19	COc1ccc(C(=O)N2CCO[C@@H](COc3ccccn3)[C@@H]2c2ccccc2)cn1	i	10	-2%	i
20	CCOC(=O)C1CCCN(C(=O)c2cc(-c3ccc(F)cc3)c3nncn3n2)C1 (configuration not stated)	-26%	-6	?	3%

#	SNCA expr inhib	SNCA viab count	Luciferase inh
11	-8%	2%	0%
12	3%	-8%	-2%
13	5%	5%	-1%
14	-10%	-15%	1%
15	5%	4%	-1%
16	12%	4%	-13%
17	?	-13%	nt
18	-20%[87.6 µM]	-6%[87.6 µM]	nt
19	-10%	-16%	nt
20	-6%	18%	nt

Copied from the list.
Value of entry 3 in IP6K1 inh: -3
Value of entry 8 in SNCA viab count: -18%

The results go on:
#	mol	HEK cytotox	IP6K1 inh	NIH3T3 tox	GPT2 inhibitor
21	CC(Oc1ccccc1)C(=O)Nc1nnc2n1CCS2 (configuration not stated)	nt	-1	nt	nt
22	Cc1cc(OC2CN([S+](=O)([O-])c3ccc(C(F)(F)F)cc3)C2)ccc1F	?	0	-20%	i
23	Cc1cc(C[C@@H]2COC[C@@H]2NC(=O)CCN2CCCC2=O)on1	-14%	3	0%	-7%
24	COc1cccc(NC(=O)[C@@H]2OCCN(C)[C@H]2c2ccccc2)c1	0%	4	-13%	i
25	CCCOc1ccccc1C(=O)N1CCCCC1CCN1CCCCC1 (configuration not stated)	nt	31	nt	nt
26	Cc1cnc(-c2ccncc2)n1C1CCN(S(=O)(=O)c2cccc(F)c2)CC1	-12%	23	-13%	4%
27	COc1ccccc1-c1cccc(CN2CCC(NC(=O)Cc3ccc(C(F)(F)F)cc3)CC2)c1	11µM*	-10	11µM*	2%
28	Cc1nn2c(=O)cc(COC(=O)c3ccco3)nc2s1	nt	0	nt	nt
29	COc1cccc(-c2nc(S(=O)(=O)c3ccc(Cl)cc3)c(NCc3ccccc3)o2)c1	nt	24	nt	nt
30	CC(NC(=O)c1ccc(Cn2c(=O)c3cccn3c3cccnc32)cc1)c1ccccc1 (configuration not stated)	nt	0	nt	nt

#	SNCA expr inhib	SNCA viab count	Luciferase inh
21	13%	14%	nt
22	14%	14%	-7%
23	-9%	6%	5%
24	1%	4%	nt
25	-16%	-17%	nt
26	5%	12%	nt
27	-24%	-26%	nt
28	15%	-10%	nt
29	13%	23%	nt
30	-20%	26%	nt

Ordered by heavy-atom count (rising): some entries from above
#	mol	HEK cytotox	IP6K1 inh	NIH3T3 tox	GPT2 inhibitor
25	CCCOc1ccccc1C(=O)N1CCCCC1CCN1CCCCC1 (configuration not stated)	nt	31	nt	nt
26	Cc1cnc(-c2ccncc2)n1C1CCN(S(=O)(=O)c2cccc(F)c2)CC1	-12%	23	-13%	4%
30	CC(NC(=O)c1ccc(Cn2c(=O)c3cccn3c3cccnc32)cc1)c1ccccc1 (configuration not stated)	nt	0	nt	nt

#	SNCA expr inhib	SNCA viab count	Luciferase inh
25	-16%	-17%	nt
26	5%	12%	nt
30	-20%	26%	nt

(next part)
#	mol	HEK cytotox	IP6K1 inh	NIH3T3 tox	GPT2 inhibitor
31	O=C(NCc1ccncc1)C1CN(Cc2cccc(Br)c2)CC12CCOCC2 (configuration not stated)	?	11	-10%	-2%
32	CCOC(=O)c1c(S(=O)(=O)NCC(=O)NCc2cccc(C)c2)c(C)n(C)c1C	nt	11	nt	nt
33	O=C1O[C@@H]2CN(C3CCCC3)C[C@@H]2N1CCc1cccc(Cl)c1	-1%	-6	-2%	?
34	O=C(c1ccccc1F)N1CC(Oc2ccc3c(c2)OCO3)C1	?	-6	-19%	-1%
35	N#Cc1cccc(-c2cn3c(n2)N(C(=O)CC2CCCC2)CCC3)c1	?	15	-22%	i
36	CSc1cccc(NC(=O)C2CCCN(S(=O)(=O)c3ccc4c(c3)CCCN4C(C)=O)C2)c1 (configuration not stated)	nt	10	nt	nt
37	COC(=O)c1ccc2c(=O)n(CCCCCC(=O)NC(C)C)c(=O)[nH]c2c1	nt	-4	nt	nt
38	Cc1ccc(Cl)cc1N1CCN(C(=O)c2cc(S(=O)(=O)N3CCCCC3)cn2C)CC1	nt	-6	nt	nt
39	O=C1NC2(CCCN(Cc3ccc(OC(F)(F)F)cc3)C2)Oc2ccccc21 (configuration not stated)	?	32	?	?
40	Cc1ccc(NC(=O)C2CCc3nnc(C4CCN(C(=O)NC(C)(C)C)CC4)n32)cc1 (configuration not stated)	i	14	-22%	i

#	SNCA expr inhib	SNCA viab count	Luciferase inh
31	44%[activator]	4%	1%
32	23%	6%	nt
33	0%	-3%	14%
34	101%[activator]	6%	nt
35	59%[activator]	6%	?
36	-16%	-19%	nt
37	-23%	?	nt
38	-27%	-7%	nt
39	16%	5%	-4%
40	15%	-9%[12.5 µM]	nt

#	mol	HEK cytotox	IP6K1 inh	NIH3T3 tox	GPT2 inhibitor
41	COc1ccc(-n2cc(-c3ccccc3)c3c(SC(C)C(C)=O)ncnc32)cc1 (configuration not stated)	nt	-10	nt	nt
42	Cc1ccc(NC(=O)c2sc3ncnc(N(C)C4CCCCC4)c3c2C)cc1	nt	3	nt	nt
43	Cc1noc(C)c1S(=O)(=O)NCCc1csc2nc(-c3ccc(Cl)cc3)nn12	nt	-9	nt	nt
44	Clc1ccc(CN2CCc3nc(Nc4ccc5c(c4)OCCO5)ncc3C2)cc1	nt	-4	nt	nt
45	CCNC(=O)c1ccc(N2CC3CC(C2)[C@H]2CCCC(=O)N2C3)nc1 (some centres not stated)	12%	14	i	-1%
46	Cc1ccccc1-n1cc(CN(C)Cc2nc(-c3ccc(C(F)(F)F)cc3)no2)cn1	?	0	?	-18%
47	Cc1cccc(NC(=O)CSc2ncc(-c3ccc(Br)cc3)[nH]2)c1	nt	-4	nt	nt
48	COc1cc(OC)c(NS(=O)(=O)c2cc(-c3cnc(C)o3)ccc2OC)cc1Cl	nt	0	nt	nt
49	O=C(CC1CCCC1)N1CCCC(c2nn[nH]n2)C1 (configuration not stated)	i	-1	i	-5%
50	CC(C)(C(=O)N1C[C@H](C2CC2)[C@@H](N)C1)c1ccccc1	-2%	20	i	i[11.5 µM]

#	SNCA expr inhib	SNCA viab count	Luciferase inh
41	?	5%	nt
42	25%	10%	nt
43	?	-10%	nt
44	3%	-18%	nt
45	0%	8%	-6%
46	-4%	5%	6%
47	-5%	12%	nt
48	-29%	?	nt
49	-4%	-2%	-1%
50	-17%	0%	11%

#	mol	HEK cytotox	IP6K1 inh	NIH3T3 tox	GPT2 inhibitor
51	COCC(=O)N1CCCN(Cc2ccncc2)C(c2ccccc2)CC(=O)NCC1 (configuration not stated)	i	12	1%	4%
52	COc1ccccc1-c1ccc(CN2CCC(NC(=O)c3ccc(Cl)cc3)C2)cc1 (configuration not stated)	25µM*	2	14µM*	nt
53	CC(C)CCNC(=O)c1ccc(-c2ccc(N3CCSCC3)nc2)cc1	-28%	9	i	i
54	COCCN1C(=O)c2cccn2CC1CNC(=O)c1ccc2ccccc2n1 (configuration not stated)	?	11	-10%	i
55	CCOC(=O)CSc1ccc2nnc(CCNS(=O)(=O)c3ccccc3)n2n1	nt	-4	nt	nt
56	CCCN(C(=O)c1cn(C)c(=O)c2ccccc12)c1ccccc1C	nt	3	nt	nt
57	Cc1ccc(CCNC(=O)C(CC(C)C)NS(=O)(=O)c2ccc3c(c2)oc(=O)n3C)cc1 (configuration not stated)	nt	9	nt	nt

#	SNCA expr inhib	SNCA viab count	Luciferase inh
51	15%	0%	-8%
52	nt	nt	nt
53	2%	-13%	?
54	22%	-7%	-9%
55	44%[activator]	-15%	nt
56	19%	12%	nt
57	-7%	7%	nt
